TDP-43 yeast inh = TDP-43 toxicity inhibition in yeast | hit rate 1.8% among 410,000 | Potency, µM (titrated, usually from 46.1 µM), for inactives: at the top dose growth rescue (activation), actives largely listed as activators | TDP-43 expressing yeast growth rescue, BacTiter-Glo, 24 h; further: potency means the concentration at half of the fitted maximal effect; % of control where 0% means no effect; nearly all actives have a fitted effect of over 50% in size
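Yeast expressing TDP-43 (pregrown in raffinose, seeded at OD600=0.02 in galactose medium) exposed to compounds 24 hr at 30 deg C. Growth read by BacTiter-Glo luminescence; rescue of toxicity appears as increased signal.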
Abeta rescue = restores growth of yeast expressing A-beta42 peptide; yeast expressing A-beta42, growth rescue, OD600, 48 h; response scale: 0% DMSO, 100% iron-clioquinol control; Potency, µM (series often up to 46.1 µM), for the others: at the top dose growth rescue, hits mostly activators; hit rate 0.063% among 410,000; AID 1347071; further: potency means the concentration at half of the fitted maximal effect; nearly all actives have a fitted effect of over 55% in size
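Yeast growth medium received pinned compounds, then yeast cells expressing toxic A-beta were added; plates incubated at 30 C for 48 hr. Growth read as absorbance at 600 nm, normalized to DMSO and equimolar FeCl3 plus clioquinol controls.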
FUS yeast rescue = FUS proteinopathy suppression in yeast; AID 1347120; S. cerevisiae FUS-expressing, growth rescue, OD600, 24 h; Potency, µM (highest dose often 76.6 µM), without a hit: at the highest dose growth rescue (activation), actives largely listed as activators; hit rate 0.24% among 390,000;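 further: potency means the concentration at half of the fitted maximal effect; plate controls were DMSO vehicle for no effect and reference control for full effect; nearly all actives have a fitted effect of over 55% in size; some results filed as inactive show a strong effect at the top dose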
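Restored growth of FUS-toxic S. cerevisiae, read as 600 nm absorbance after 24 h at 30C in galactose medium (starting OD 0.005). Controls CP55940 and DMSO.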
aSyn yeast inh = alpha-synuclein toxicity inhibition in yeast; Yeast expressing alpha-synuclein, growth rescue, BacTiter-Glo, 24 h; Potency, µM (doses to about 46.1 µM), for the others: top-dose growth rescue (activation), actives largely listed as activators; hit rate 0.14% among 370,000; AID 652106; further: potency means the concentration at half of the fitted maximal effect; % of control where 0% means no effect; nearly all actives have a fitted effect of over 65% in size
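Readout is rescue of growth in alpha-synuclein-expressing yeast, so inhibitors of toxicity appear as activators. Growth after 24 hr at 30 deg C in galactose medium is quantified by luminescence.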
GLP1R cytotox = cytotoxicity in counter-screen for GLP-1R inverse agonists | HEK293 cAMP-luciferase reporter cells, luminescence, 24 h | Potency, µM (highest dose often 38.3 µM), without a hit: at the top dose activity change, negative = inhibition, most hits filed as inhibitors | hit rate 0.13% among 410,000 | AID 624418;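 further: loss of luciferase light is scored as toxicity; potency means the concentration at half of the fitted maximal effect; on the % scale 0 is the no-effect control and ±100 the full control effect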
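Compound-treated cells are incubated 24 hr at 37 deg C under 5% CO2 after a 12 hour attachment period, then luciferase detection reagent is added and luminescence is measured following 12 min at room temperature; lowered signal indicates toxicity.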
PTHR1 ag = agonists of human PTHR1 parathyroid hormone receptor. hit rate 0.075% among 410,000. Potency, µM (doses to about 115 µM), without a hit: at the top dose activation, usual class: activators. HEK293 GP2 PTHR1 cells, GloSensor cAMP luminescence, 1 h; further: potency means the concentration at half of the fitted maximal effect; nearly all actives have a fitted effect of over 55% in size; some results filed as inactive show a strong effect at the top dose; inactives centre near -15; many of its hits are not listed in these tables
Target sequence (Q03431 whole entry, looked up): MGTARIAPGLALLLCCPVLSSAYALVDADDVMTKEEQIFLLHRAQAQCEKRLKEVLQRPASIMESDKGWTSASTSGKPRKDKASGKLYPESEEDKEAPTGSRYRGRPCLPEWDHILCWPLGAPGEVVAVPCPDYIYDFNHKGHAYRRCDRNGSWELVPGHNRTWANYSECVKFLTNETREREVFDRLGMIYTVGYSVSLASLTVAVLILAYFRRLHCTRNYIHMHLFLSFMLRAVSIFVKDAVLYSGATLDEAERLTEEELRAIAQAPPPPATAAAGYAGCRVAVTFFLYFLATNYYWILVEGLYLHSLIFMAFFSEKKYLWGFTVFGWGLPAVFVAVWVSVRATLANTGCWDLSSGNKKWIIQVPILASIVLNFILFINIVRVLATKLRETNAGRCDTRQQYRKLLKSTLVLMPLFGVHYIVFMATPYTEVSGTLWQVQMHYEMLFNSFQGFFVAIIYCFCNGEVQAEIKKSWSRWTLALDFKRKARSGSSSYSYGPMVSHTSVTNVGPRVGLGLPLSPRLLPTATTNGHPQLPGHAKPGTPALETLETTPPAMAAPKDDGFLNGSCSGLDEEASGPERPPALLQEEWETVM
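HEK-293-derived GP2 cells expressing PTHR1 and a GloSensor cAMP reporter, 3,000/well, plated overnight, given luciferin plus IBMX (each 0.5 mM as added) for 1 h at 37 °C, then compound for 1 h at 37 °C. Luminescence was read after 15 min at room temperature.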
Akt phos inh = inhibitors of Akt phosphorylation; hit rate 0.32% among 360,000; Neuro2A IGF-stimulated pAkt S473 HTRF, 20 min; active compounds read low; activity change, % for hits at 50 µM; in the data active means activity change below about -80%; inconclusive means mostly about -51% to -80%; further: on the % scale 0 is the no-effect control and ±100 the full control effect
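Single-point screen (50 µM final compound) in Neuro2A cells stimulated 20 min with 6 nM IGF at 37 deg C. After lysis, Ser473-phosphorylated Akt read by HTRF (ex 330 nm, em 615/665 nm) as the 665/615 ratio.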
GLP-1R inv ag = inverse agonists of human GLP-1 receptor; P43220; HEK293 GLP-1R CRE-luciferase, luminescence, 24 h; GLP-1R form is constitutively active; Potency, µM (titrated, usually from 38.3 µM), for the others: at the highest dose activity change, negative = inhibition, most hits filed as inhibitors; hit rate 1.6% among 410,000; further: potency means the concentration at half of the fitted maximal effect; on the % scale 0 is the no-effect control and ±100 the full control effect; nearly all actives have a fitted effect of over 55% in size
Target sequence (P43220 whole entry, looked up): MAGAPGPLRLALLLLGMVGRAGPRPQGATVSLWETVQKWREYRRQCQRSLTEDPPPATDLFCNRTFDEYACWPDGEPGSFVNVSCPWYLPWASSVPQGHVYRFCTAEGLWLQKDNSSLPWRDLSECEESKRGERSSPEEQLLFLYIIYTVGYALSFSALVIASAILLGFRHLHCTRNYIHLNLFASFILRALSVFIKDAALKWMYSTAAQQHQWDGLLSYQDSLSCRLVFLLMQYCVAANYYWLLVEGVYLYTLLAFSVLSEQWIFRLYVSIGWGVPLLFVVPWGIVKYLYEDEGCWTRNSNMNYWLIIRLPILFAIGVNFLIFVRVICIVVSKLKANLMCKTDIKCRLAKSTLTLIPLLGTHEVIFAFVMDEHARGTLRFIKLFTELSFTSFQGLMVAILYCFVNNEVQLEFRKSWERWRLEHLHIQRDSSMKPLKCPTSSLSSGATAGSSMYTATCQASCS
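Luminescence readout: a drop in cAMP-driven luciferase signal flags inverse agonism at a constitutively active GLP-1R stably expressed in HEK293. Compound exposure lasted 24 hr at 37 deg C, 5% CO2.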
MmCpn inh = blocks the Methanococcus maripaludis chaperonin Mm-Cpn | AID 504842 | Potency, µM (highest dose often 76.9 µM), inactives show top-dose activity, negative = inhibition, actives largely listed as inhibitors | purified Mm-Cpn ATPase, ADP Transcreener TR-FRET | hit rate 0.031% among 330,000; further: potency means the concentration at half of the fitted maximal effect; on the % scale 0 is the no-effect control and ±100 the full control effect; nearly all actives have a fitted effect of over 80% in size
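Purified archaeal chaperonin (25 nM final) was preincubated with compound for 10 min at 37°C, then ATP (10 uM final) was added for 30 min at 37°C in Tris pH 7.4/KCl/MgCl2/DTT buffer. ADP was quantified by HTRF Transcreener TR-FRET.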
The depositor's hits bear a star; [ ] = dose if it differs, or a comment. Unless noted, the call rests on the fitted dose curve; in most records, active means well fitted curve in the direction sought with a large enough effect; inconclusive means small, poorly fitted or top-dose-only effect, or another doubt; inactive means no such curve, though single readings can be large; an effect the other way counts as inactive or inconclusive. The list is partial; rates above refer to the full screens.

How did COc1ccccc1C(=O)C1CCCN(C(=O)c2ccc(C(C)=O)s2)C1 (configuration not stated) do in these assays?
TDP-43 yeast inh: 21%; Abeta rescue: 1%; FUS yeast rescue: -1%; aSyn yeast inh: 17%; GLP1R cytotox: -9%; PTHR1 ag: -5%; Akt phos inh: inactive; GLP-1R inv ag: 17%; MmCpn inh: 0%

What do the screens show for `Cc1ccc(N2CC(NS(=O)(=O)c3cc(F)ccc3F)CC2=O)cc1C` (configuration not stated)?
TDP-43 yeast inh: -5%; Abeta rescue: 4%; FUS yeast rescue: 15%; aSyn yeast inh: -8%; GLP1R cytotox: -3%; PTHR1 ag: -33%[inhibitor]; Akt phos inh: inactive; GLP-1R inv ag: -27%; MmCpn inh: 1%

How did CCc1nnc(NC(=O)C2CCN(C(=O)c3ccco3)CC2)s1 do in these assays?
TDP-43 yeast inh: -16%; Abeta rescue: -12%; FUS yeast rescue: 2%; aSyn yeast inh: 0%; GLP1R cytotox: 7%; PTHR1 ag: inactive; Akt phos inh: inactive; GLP-1R inv ag: 2%; MmCpn inh: 0%

What do the screens show for `COc1cc(OC)c(C(=O)N/N=C/c2ccoc2)cc1OC`?
TDP-43 yeast inh: -27%; Abeta rescue: -2%; FUS yeast rescue: 10%; aSyn yeast inh: -4%; GLP1R cytotox: -4%; PTHR1 ag: inconclusive; Akt phos inh: inactive; GLP-1R inv ag: 34%[activator]; MmCpn inh: -2%

Results for Cc1c(Br)c([N+](=O)[O-])nn1CC(=O)NCCc1ccc(Cl)cc1 ?
TDP-43 yeast inh: 11%; Abeta rescue: 3%; FUS yeast rescue: -8%; aSyn yeast inh: -5%; GLP1R cytotox: -4%; PTHR1 ag: -8%; Akt phos inh: inactive; GLP-1R inv ag: inconclusive; MmCpn inh: 0%

How did CCOC(=O)CN1CC23C=CC(O2)C(C(=O)Nc2ccc(F)cc2)C3C1=O (configuration not stated) do in these assays?
TDP-43 yeast inh: 1%; Abeta rescue: -7%; FUS yeast rescue: inconclusive; aSyn yeast inh: 3%; GLP1R cytotox: 1%; PTHR1 ag: inactive; Akt phos inh: inactive; GLP-1R inv ag: 0%; MmCpn inh: 1%

Results for CCOC(=O)C1C(=O)NCC1c1ccccc1 (configuration not stated) ?
TDP-43 yeast inh: -14%; Abeta rescue: 1%; FUS yeast rescue: 16%; aSyn yeast inh: -3%; GLP1R cytotox: 2%; PTHR1 ag: inactive; Akt phos inh: inconclusive; GLP-1R inv ag: 0%; MmCpn inh: 1%

How did Cc1ccc(NC(=O)CC2Sc3ccccc3NC2=O)c(C)c1 (configuration not stated) do in these assays?
TDP-43 yeast inh: 5%; Abeta rescue: -10%; FUS yeast rescue: 9%; GLP1R cytotox: -13%; PTHR1 ag: inactive; GLP-1R inv ag: inconclusive

Results for COc1cc2nc(SCC(N)=O)n(CCC3=CCCCC3)c(=O)c2cc1OC ?
TDP-43 yeast inh: -13%; Abeta rescue: 6%; FUS yeast rescue: 26%; aSyn yeast inh: 0%; GLP1R cytotox: 2%; PTHR1 ag: inactive; GLP-1R inv ag: -17%; MmCpn inh: 0%

How did CCc1noc(C)c1C(=O)NCCc1ccc(OC)c(OC)c1 do in these assays?
TDP-43 yeast inh: -26%; Abeta rescue: -6%; FUS yeast rescue: -6%; aSyn yeast inh: -4%; GLP1R cytotox: 2%; PTHR1 ag: -4%; Akt phos inh: inactive; GLP-1R inv ag: 3%; MmCpn inh: -1%

Results for CCc1ccc(N=C2NC(=O)/C(=C/c3cc(Br)c(OCC(=O)O)c(OC)c3)S2)cc1 ?
Abeta rescue: 13%; FUS yeast rescue: 29%; aSyn yeast inh: 2%; GLP1R cytotox: -25%; PTHR1 ag: -9%; Akt phos inh: inactive; GLP-1R inv ag: 2%; MmCpn inh: -3%

What do the screens show for `COc1ccc(N2CCN(C(=O)c3cccn3-c3nnc(N4CCCC4)s3)CC2)cc1`?
TDP-43 yeast inh: 2%; Abeta rescue: -11%; FUS yeast rescue: 19%; GLP1R cytotox: 22%; PTHR1 ag: -15%; GLP-1R inv ag: 9%

How did COc1ccc(OCc2nnc(SCC(N)=O)n2-c2ccccc2OC)cc1 do in these assays?
TDP-43 yeast inh: -10%; Abeta rescue: -2%; FUS yeast rescue: 14%; aSyn yeast inh: -1%; GLP1R cytotox: -7%; PTHR1 ag: 0%; Akt phos inh: inactive; GLP-1R inv ag: 0%; MmCpn inh: 1%

How did O=C(COC(=O)/C=C/c1cccc(Cl)c1)Nc1ccc2[nH]c(=O)[nH]c2c1 do in these assays?
TDP-43 yeast inh: 8%; Abeta rescue: -3%; FUS yeast rescue: 7%; aSyn yeast inh: 1%; GLP1R cytotox: 8%; PTHR1 ag: inactive; Akt phos inh: inactive; GLP-1R inv ag: 12%; MmCpn inh: -2%

Results for Cc1c(O)ccc(C(=O)COc2ccccc2F)c1O ?
TDP-43 yeast inh: inconclusive; Abeta rescue: -16%; FUS yeast rescue: 17%; GLP1R cytotox: -28%; PTHR1 ag: -30%; GLP-1R inv ag: 0%; MmCpn inh: -2%

Next part; the last 2 above are carried over.
How did O=C(COC(=O)/C=C/c1cccc(Cl)c1)Nc1ccc2[nH]c(=O)[nH]c2c1 do in these assays?
TDP-43 yeast inh: 8%; Abeta rescue: -3%; FUS yeast rescue: 7%; aSyn yeast inh: 1%; GLP1R cytotox: 8%; PTHR1 ag: inactive; Akt phos inh: inactive; GLP-1R inv ag: 12%; MmCpn inh: -2%

Results for Cc1c(O)ccc(C(=O)COc2ccccc2F)c1O ?
TDP-43 yeast inh: inconclusive; Abeta rescue: -16%; FUS yeast rescue: 17%; GLP1R cytotox: -28%; PTHR1 ag: -30%; GLP-1R inv ag: 0%; MmCpn inh: -2%

How did O=C(N/N=C/c1ccco1)c1cc(-c2ccncc2)nc2ccccc12 do in these assays?
TDP-43 yeast inh: 4%; Abeta rescue: 10%; FUS yeast rescue: 37%; aSyn yeast inh: -10%; GLP1R cytotox: -24%; PTHR1 ag: -19%; Akt phos inh: inactive; GLP-1R inv ag: inconclusive; MmCpn inh: -3%

What do the screens show for `CCCOc1ccc(Oc2cc(C)nc(SC)n2)nn1`?
TDP-43 yeast inh: 20%; Abeta rescue: -9%; FUS yeast rescue: -9%; aSyn yeast inh: -1%; GLP1R cytotox: 15%; PTHR1 ag: -22%; Akt phos inh: inactive; GLP-1R inv ag: 1%; MmCpn inh: -1%

How did Cc1nn(C)c(C)c1S(=O)(=O)N1CCCC(C(=O)NCCc2ccc(Cl)cc2)C1 (configuration not stated) do in these assays?
TDP-43 yeast inh: 3%; Abeta rescue: -13%; FUS yeast rescue: -13%; aSyn yeast inh: 1%; GLP1R cytotox: -14%; PTHR1 ag: inactive; Akt phos inh: inactive; GLP-1R inv ag: 6%; MmCpn inh: -2%

Results for CCCCCN=CC1=C(O)CC(c2ccccc2)CC1=O (configuration not stated) ?
TDP-43 yeast inh: -6%[9.22 µM]; Abeta rescue: -13%; FUS yeast rescue: -7%; aSyn yeast inh: 0%; GLP1R cytotox: -1%[7.66 µM]; PTHR1 ag: -11%; Akt phos inh: inactive; GLP-1R inv ag: -5%[7.66 µM]; MmCpn inh: 2%

How did CC(C)(C)c1ccc(CN(Cc2ccco2)Cc2nnnn2C2CCCC2)cc1 do in these assays?
TDP-43 yeast inh: 19%; Abeta rescue: 10%; aSyn yeast inh: 33%; GLP1R cytotox: inconclusive; PTHR1 ag: -19%; Akt phos inh: inactive; GLP-1R inv ag: 0%; MmCpn inh: 1%

How did CCCCCC[N+](C)(C)CCSSCC[N+](C)(C)CCCCCC do in these assays?
TDP-43 yeast inh: -2%; Abeta rescue: 1%; FUS yeast rescue: 3%; aSyn yeast inh: -6%; GLP1R cytotox: -3%; PTHR1 ag: inactive; Akt phos inh: inactive; GLP-1R inv ag: 9%; MmCpn inh: 0%

Results for Nc1cc(C(F)(F)F)ccc1N1CCOCC1 ?
TDP-43 yeast inh: -1%; Abeta rescue: 3%; FUS yeast rescue: 7%; aSyn yeast inh: -16%; GLP1R cytotox: inconclusive; PTHR1 ag: -19%; Akt phos inh: inactive; GLP-1R inv ag: -4%[7.66 µM]; MmCpn inh: 0%

How did Cc1ccccc1Cn1c(CN2CCCC(C)C2)nc2c1c(=O)n(C)c(=O)n2C (configuration not stated) do in these assays?
TDP-43 yeast inh: 11%; Abeta rescue: -6%; FUS yeast rescue: 4%; GLP1R cytotox: 1%; PTHR1 ag: -13%; GLP-1R inv ag: inconclusive

How did Cc1cc(OCC(=O)NCc2cccnc2)c2c(C)c(C)c(=O)oc2c1 do in these assays?
TDP-43 yeast inh: -8%; Abeta rescue: -10%; FUS yeast rescue: 15%; aSyn yeast inh: -4%; GLP1R cytotox: 9%; PTHR1 ag: inactive; Akt phos inh: inactive; GLP-1R inv ag: -1%; MmCpn inh: -2%

How did CCCCOC(=O)c1ccc(NC(=O)c2ccc3c(c2)CCCN3S(C)(=O)=O)cc1 do in these assays?
TDP-43 yeast inh: 10%; Abeta rescue: -11%; FUS yeast rescue: 22%; GLP1R cytotox: 5%; PTHR1 ag: -55%; GLP-1R inv ag: inconclusive

How did COC(=O)c1ccc(CSc2nc(C(F)F)cc(C)c2C#N)o1 do in these assays?
TDP-43 yeast inh: 11µM*; Abeta rescue: -13%; FUS yeast rescue: 20%; aSyn yeast inh: 0%; GLP1R cytotox: 23%; PTHR1 ag: -61%[inhibitor]; Akt phos inh: inactive; GLP-1R inv ag: 2%

High-throughput results deposited in PubChem by National Center for Advancing Translational Sciences (NCATS).
